# NR2E3 ag-1: activates human NR2E3 receptor; Q9Y5X4; CHO-S Gal4-NCOR/VP16-NR2E3 two-hybrid, luciferase; inhibition of corepressor binding, % at 3.98 µM; 360,000 compounds, 0.35% hits; AID 602229;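 active means inhibition above the mean of all tested compounds plus 3 SD, cut at about 70% in these data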;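 further: 0% = DMSO with NR2E3 transfected cells and 100% = cells lacking NR2E3 construct; higher means lower luciferase signal from less NR2E3 corepressor binding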
# Target sequence (Q9Y5X4 whole entry, looked up, the tested form may be a part): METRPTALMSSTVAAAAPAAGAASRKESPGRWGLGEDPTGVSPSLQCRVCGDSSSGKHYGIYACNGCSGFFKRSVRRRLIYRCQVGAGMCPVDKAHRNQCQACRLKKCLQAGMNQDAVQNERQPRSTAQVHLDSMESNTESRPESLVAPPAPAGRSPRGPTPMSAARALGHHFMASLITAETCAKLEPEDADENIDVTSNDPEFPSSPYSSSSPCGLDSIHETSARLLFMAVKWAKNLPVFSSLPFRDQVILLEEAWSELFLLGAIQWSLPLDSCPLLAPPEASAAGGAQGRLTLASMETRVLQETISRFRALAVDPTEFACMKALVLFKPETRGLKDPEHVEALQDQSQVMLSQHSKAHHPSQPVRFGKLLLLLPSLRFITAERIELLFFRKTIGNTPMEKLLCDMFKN
# Shn3 3UTR inh: inhibitors of Schnurri-3 3'UTR reporter in osteoblasts; Clone20 osteoblast Shn3 3'UTR firefly luciferase, 24 h; inhibition, % at 12.5 µM; 360,000 compounds, 0.52% hits; AID 588674;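 active means mean inhibition of at least 75% with every replicate also reaching 75%; inconclusive means mean inhibition at least 75% but some replicate below; inactive means mean inhibition below 75%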;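 further: 0% = median of neutral control wells and 100% = pilot-screen positive control compound; some compounds past the cut are filed as inactive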
# Vif imaging: HIV Vif inhibition. 340,000 compounds, 0.35% hits. inhibition, % at 7.49 µM. AID 602346. HEK293T cells, Vif self-association by quenched fluorescence, imaging, 24 h; in the data active means inhibition above about 50%, passing the limit was not always enough; inconclusive means no clear call, values can overlap the other calls; inactive means below about 31%; further: some results filed as inactive read as strong as hits
# KKLEB tox: counter-screen for CF NF-kB inhibitors: cytotoxicity | 360,000 compounds, 0.36% hits | AID 602141 | KKLEB CF airway cells viability, ATPlite luminescence, overnight; hits give low values; cells stimulated with P. aeruginosa culture filtrate | activity change (cytotoxicity), % at 5 µM;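 active means corrected activity change at or below -50% at 5 µM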
# NR2E3 ag-2: NR2E3 (human) agonism; 320,000 compounds, 0.12% hits; inhibition of corepressor binding, % at 4.78 µM; GST-NR2E3/biotin-RetCOR TR-FRET, 1536-well; AID 2300;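 active means percent inhibition above the cutoff of mean plus 3 SD of all tested compounds, set per screening campaign, cut at about 20% in these data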;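 further: 0% = DMSO wells and 100% = biotin wells as full block of FRET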
#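 System: GST-tagged NR2E3 plus biotinylated RetCOR corepressor; Amount: 1.35 nM GST-tagged NR2E3 final; Dosing: single nominal compound dose of 4.8 µM; Schedule: 5 h incubation at 4 °C; Technique: TR-FRET with europium anti-GST and streptavidin-D2, 340 nm excitation; Controls: biotin wells as high control, 0.6% DMSO wells as low control.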
# Peg3 prom inh: reduces Peg3 promoter-driven luciferase expression in HeLa; inhibition, % at 20 µM; AID 588405; 360,000 compounds, 1.7% hits; HeLa PEG-Prom luciferase reporter, luminescence, overnight;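 active means inhibition of at least 50% at 20 µM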
# CF NFkB inh: inhibitors of cystic fibrosis induced NF-kB; KKLEB NF-kB-GFP reporter, PAF-induced, GFP fluorescence overnight; inhibition, % at 5 µM; 360,000 compounds, 0.86% hits; AID 588850;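 active means at least 50% inhibition at 5 µM, scaled per plate between neutral and stimulator controls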;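 further: PAF is a Pseudomonas aeruginosa culture filtrate used as stimulus; plate controls were PAF-stimulated DMSO wells for no effect and unstimulated DMSO wells for full effect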
# CaV13 FRET inh: Disruptors of the CACNA1D IQ motif to Ca2+-dependent inactivation inhibitor domain association, primary screening, Förster resonance energy transfer in intact living …; AID 743397; HEK cells, CFP/YFP FRET ICDI-IQ, plate reader, 10 min; percent FRET-ratio fall versus neutral wells; 340,000 compounds, 0.098% hits; inhibition, % at 12.3 µM;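 active means mean replicate inhibition of at least 30% and at least 1% of replicates passing that level; inconclusive means only one of the two criteria is met; inactive means neither criterion is met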;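 further: 0% = median of the neutral control wells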
# TRPM1 prom inh: MITF TRPM1 promoter inhibition in SK-MEL-5 cells. inhibition, % at 12.5 µM. 330,000 compounds, 0.83% hits. SK-MEL-5 TRPM1 promoter luciferase, 24 h;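 active means mean inhibition across replicates of 60% or more, whatever share of single replicates reaches that level; inconclusive means some that reach 60%, reason not given; inactive means mean inhibition across replicates below 60%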; further: values of inactives mirror those of a sister screen read the other way
# PDI turbidity: blocks human protein disulfide isomerase activity | AID 588391 | 350,000 compounds, 0.052% hits | P07237 | inhibition, % at 10 µM | PDI insulin aggregation turbidity, A650, 90 min;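 active means mean inhibition across replicates of 30% or more, whatever share of single replicates reach that level; inconclusive means mean inhibition below 30% while every single replicate reaches 30%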;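 further: absorbance from insulin aggregation driven by PDI reduction with DTT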
# Target sequence (P07237 whole entry, looked up): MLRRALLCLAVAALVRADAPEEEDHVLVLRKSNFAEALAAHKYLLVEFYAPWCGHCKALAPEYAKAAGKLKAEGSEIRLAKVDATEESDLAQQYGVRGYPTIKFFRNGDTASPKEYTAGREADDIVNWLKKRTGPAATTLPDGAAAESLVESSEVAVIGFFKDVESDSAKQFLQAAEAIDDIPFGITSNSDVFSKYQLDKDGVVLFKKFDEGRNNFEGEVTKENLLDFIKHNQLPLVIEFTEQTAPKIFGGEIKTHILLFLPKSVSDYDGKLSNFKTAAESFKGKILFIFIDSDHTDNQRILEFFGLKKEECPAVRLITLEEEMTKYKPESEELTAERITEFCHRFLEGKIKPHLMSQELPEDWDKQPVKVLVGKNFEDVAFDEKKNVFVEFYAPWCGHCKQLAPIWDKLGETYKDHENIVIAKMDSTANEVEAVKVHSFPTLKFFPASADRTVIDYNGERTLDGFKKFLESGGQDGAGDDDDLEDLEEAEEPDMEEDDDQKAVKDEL
# HIF-2a inh: inhibitors of HIF-2a; inhibition, % at 18.8 µM; AID 624352; 786-0 RCC cells HIF-2a reporter, luciferase luminescence, overnight; 360,000 compounds, 0.72% hits;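 active means inhibition of the luminescence signal of 40% or more relative to plate controls, in a single-dose primary screen at 18.75 µM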
# * = called active by the depositor; ? = inconclusive; . = no result given.
SMILES,NR2E3 ag-1,Shn3 3UTR inh,Vif imaging,KKLEB tox,NR2E3 ag-2,Peg3 prom inh,CF NFkB inh,CaV13 FRET inh,TRPM1 prom inh,PDI turbidity,HIF-2a inh
Cc1c(C(=O)NCc2ccco2)oc2ccc(S(=O)(=O)N3CCC4(CC3)OCCO4)cc12,15,0,29,5,1,11,-14,-5,5,-4,18
Fc1ccc(-n2cc(-c3ccccc3)[n+]3c2SCC3)cc1,-9,24,-2,2,2,19,8,-2,-2,-3,8
OC[C@@H]1CN(Cc2ccncc2)C[C@H](n2cnc3c(NCc4ccncc4)ncnc32)O1,-10,-11,5,-19,.,-8,18,-10,.,-5,3
Cc1noc(C)c1C(=O)Nc1ccccc1C(=O)NCCc1ccccc1,-12,8,-1,-1,4,7,-11,-3,-3,6,7
CCOC(=O)N1CCN(C(=O)Cc2cccc3ccccc23)CC1,-7,-1,-6,-13,4,13,-19,10,8,-12,21
Cn1cc(S(=O)(=O)N2CCCC2)cc1C(=O)N1CCN(c2cccc(Cl)c2)CC1,18,5,4,-6,1,15,-9,2,-9,.,-2
CCCCC(C(=O)NCCC(C)C)N(CCCN1CCOCC1)C(=O)c1snc(C(N)=O)c1N (stereo not drawn),7,11,?,-4,-1,5,16,-6,3,0,15
COCCCNC(=O)c1csc([C@@H]2O[C@H](CO)[C@H](O)[C@H](O)[C@H]2O)n1,0,1,8,10,.,1,-9,-5,.,5,8
Brc1cccc(-c2nnc3sc(CN4CCCCC4)cn23)c1,-13,20,.,8,1,19,-6,-7,-20,-6,-33
O=C(CSc1nnc(-c2ccccc2)c(-c2ccccc2)n1)NCc1ccco1,-28,6,-18,3,2,22,-2,-5,12,5,24
COc1ccccc1NC(=O)CC(c1ccc(OC(C)C)cc1)c1ccccc1OC (stereo not drawn),-2,18,-5,-6,3,13,12,-3,8,3,36
O=C(OCC(=O)N1CCCCCC1)c1cccc(Cl)c1Cl,-66,-47,20,5,.,-181,-28,-5,.,-8,-30
O=S1(=O)CC(N2CCN(CC3CC3)CC2)CN1Cc1cn(Cc2ccccc2C(F)(F)F)nn1 (stereo not drawn),-12,-5,5,7,.,6,-9,-9,.,.,3
CCN(CC)S(=O)(=O)c1cc(NC(=O)CSc2nc3c(cc2C#N)C(=O)CC(C)(C)C3)ccc1C,-3,40,-18,-14,3,54*,22,-7,25,-23,8
CC1(C(=O)NS(=O)(=O)c2ccccc2)CCN1C(=O)c1cccc2ccccc12 (stereo not drawn),-4,-18,.,10,.,0,14,-6,.,-4,9
O=S(=O)(c1ccccc1)N1CCN(C(=S)Nc2ccc(F)cc2)CC1,-5,26,1,-6,4,21,13,-5,2,-3,13
Cc1ccc(F)cc1NC(=O)C12CC3CC(C1)CC(n1cnc([N+](=O)[O-])n1)(C3)C2,-21,-11,8,3,2,18,-2,0,19,0,18
Cc1ccc(C(=O)NCC2CCCO2)cc1S(=O)(=O)N1CCCCC1 (stereo not drawn),-28,-9,-2,29,2,6,-21,-6,1,-11,6
CCC1(c2ccc(F)cc2)NC(=O)N(CC(=O)N2CCN(S(=O)(=O)c3ccc(Cl)cc3)CC2)C1=O (stereo not drawn),-5,21,-4,-3,-2,-4,-9,-6,9,-3,10
CN(CP(=O)(O)CCc1ccccc1)S(C)(=O)=O,-24,-10,-2,-9,0,-3,10,-6,-3,11,1
O=C(Nc1ccccc1)ON=C1CCCC1,-31,-31,6,-10,-1,-128,-11,-5,-11,-2,-144
CC1(C(=O)NS(=O)(=O)c2ccccc2)CCN1C(=O)CC1CC1 (stereo not drawn),-59,-12,-10,1,.,-1,-7,-7,.,1,-6
OC(c1cccc(Cl)c1)c1ncc(-c2ccccc2Cl)[nH]1 (stereo not drawn),-27,-16,.,-7,.,-76,21,-8,.,-11,-97
Cc1nn(-c2ccccc2)c(C)c1/C=N/Nc1nc2ccccc2[nH]1,-76,40,-9,-34,-5,-115,-4,8,-21,-2,-156
NC(=O)c1ccccc1OCC(=O)NS(=O)(=O)c1ccccc1,-3,9,56*,-17,4,10,-5,-9,8,-6,2
Cc1c(NC(=O)c2nn(C(C)C)c(=O)c3ccccc23)c(=O)n(-c2ccccc2)n1C,-46,9,8,1,.,1,8,-14,.,-4,5
CCn1ccnc1CN(C)Cc1cn(-c2cc(C)ccc2C)nc1-c1ccccc1,-9,-5,-14,-13,6,27,18,4,1,4,16
CCOC(=O)c1cc2c(c(-c3ccccc3)n1)[C@@H](CCO)N(S(=O)(=O)C(C)(C)C)C2,-1,-13,-3,-5,.,-2,0,-6,-1,-1,5
CCN(C(=O)C=Cc1ccco1)c1ccccc1,-24,3,21,-1,.,-44,10,-18,9,-4,-45
O=C(Nc1nnc(-c2ccc(F)cc2)s1)c1ccco1,-92,-106,-11,8,9,-234,8,-4,-107,1,-142
COc1ccc([N+](=O)[O-])cc1NC(=O)CCN1CCN(CCO)CC1,-16,-44,-6,-2,2,-2,-9,-15,-9,1,10
CCN1CCCC1CNC(=O)Cn1cc(C)c(=O)[nH]c1=O (stereo not drawn),-8,-2,2,-2,.,-6,-17,-9,-4,-6,-4
COc1ccc(Cn2c(CO)cnc2SCC(=O)Nc2cccc(NC(C)=O)c2)cc1,5,-4,-1,0,1,10,-3,-2,7,2,-4
COCC1OC(OC(C)C(O)c2cnc3nc(N)[nH]c(=O)c3n2)C(O)C(OC)C1O (stereo not drawn),-9,-22,-11,-11,.,16,1,.,.,.,11
CC(=O)Nc1ccc(NC(=O)COC(=O)c2ccc([N+](=O)[O-])o2)cc1,-27,10,-1,-3,.,-12,18,-5,8,-5,4
COCCCN(C(=S)Nc1ccc(OC)cc1)C(C)c1ccncc1 (stereo not drawn),-16,1,11,0,-1,15,-3,-3,2,2,12
COCCNC(=O)CCC(=O)NNc1nc2ccccc2c2nc(-c3ccccc3)nn12,-7,-22,4,1,1,-19,-2,7,8,-7,-46
CC(C)(C)c1ccc(S(=O)(=O)NC(=O)C2(C)CCN2C(=O)Cc2ccccc2Cl)cc1 (stereo not drawn),16,0,0,1,.,4,-27,-5,.,-2,4
CCOC(=O)N1CCC(NC(=O)c2cc(C(=O)NC3CCN(Cc4ccccc4)CC3)ccc2CO)CC1,-32,-1,-3,2,3,9,16,-7,3,10,13
Cc1ccc(N2CCC(N3CCN(C4CCCCC4)C(CCO)C3)CC2)cc1 (stereo not drawn),12,-17,12,-11,2,11,-7,-5,-4,-4,14
Cc1ccc(-c2ccc(S(=O)(=O)NCC3CCCO3)cc2)cc1 (stereo not drawn),23,9,7,4,1,-2,4,-5,-7,4,-15
COc1ccc(-c2cn(/N=C/c3ccc(Cl)cc3Cl)c(N)n2)cc1,-36,56,-7,4,-1,-49,-22,-6,-11,18,-68
C(=N\n1cncn1)/c1ccc(N2CCOCC2)cc1,26,-1,.,-4,0,-10,-1,-4,8,-8,4
c1cnc2ccc(C(c3nnnn3C3CCCCC3)N3CCN(C4CCCCC4)CC3)cc2c1 (stereo not drawn),-3,48,5,4,-2,3,14,-6,0,7,15
O=C(NC(=S)Nc1nc2ccccc2s1)c1ccco1,-157,-49,0,-10,2,-275,-27,-3,0,-13,-215
CC(=O)N1CSCC1C(=O)NNS(=O)(=O)c1ccccc1 (stereo not drawn),-20,4,0,10,-4,6,4,-5,.,-11,9
COc1ccc(S(=O)(=O)NCCSc2ccccc2)cc1OC,7,13,-3,-9,0,19,17,-5,9,-5,14
C=CCn1c(SCc2cc(=O)n3cc(C)ccc3n2)nnc1-c1ccc(F)cc1,-9,13,-1,12,1,2,-5,-3,3,-3,4
O=C(NCCCN1CCOCC1)c1c(F)c(F)c(F)c(F)c1F,-14,13,.,-17,2,-12,19,-5,-5,2,13
O=C1c2ccccc2C(=O)N1CCOc1cccc(Br)c1,-44,-43,1,3,0,-119,-36,-3,-19,4,-149

# By substructure, the compounds so far with fluorine (8)
SMILES,NR2E3 ag-1,Shn3 3UTR inh,Vif imaging,KKLEB tox,NR2E3 ag-2,Peg3 prom inh,CF NFkB inh,CaV13 FRET inh,TRPM1 prom inh,PDI turbidity,HIF-2a inh
Fc1ccc(-n2cc(-c3ccccc3)[n+]3c2SCC3)cc1,-9,24,-2,2,2,19,8,-2,-2,-3,8
O=S1(=O)CC(N2CCN(CC3CC3)CC2)CN1Cc1cn(Cc2ccccc2C(F)(F)F)nn1 (stereo not drawn),-12,-5,5,7,.,6,-9,-9,.,.,3
O=S(=O)(c1ccccc1)N1CCN(C(=S)Nc2ccc(F)cc2)CC1,-5,26,1,-6,4,21,13,-5,2,-3,13
Cc1ccc(F)cc1NC(=O)C12CC3CC(C1)CC(n1cnc([N+](=O)[O-])n1)(C3)C2,-21,-11,8,3,2,18,-2,0,19,0,18
CCC1(c2ccc(F)cc2)NC(=O)N(CC(=O)N2CCN(S(=O)(=O)c3ccc(Cl)cc3)CC2)C1=O (stereo not drawn),-5,21,-4,-3,-2,-4,-9,-6,9,-3,10
O=C(Nc1nnc(-c2ccc(F)cc2)s1)c1ccco1,-92,-106,-11,8,9,-234,8,-4,-107,1,-142
C=CCn1c(SCc2cc(=O)n3cc(C)ccc3n2)nnc1-c1ccc(F)cc1,-9,13,-1,12,1,2,-5,-3,3,-3,4
O=C(NCCCN1CCOCC1)c1c(F)c(F)c(F)c(F)c1F,-14,13,.,-17,2,-12,19,-5,-5,2,13

# Full records, quoted from the list:
# CC(=O)N1CSCC1C(=O)NNS(=O)(=O)c1ccccc1 (stereo not drawn) as listed: NR2E3 ag-1 = -20; Shn3 3UTR inh = 4; Vif imaging = 0; KKLEB tox = 10; NR2E3 ag-2 = -4; Peg3 prom inh = 6; CF NFkB inh = 4; CaV13 FRET inh = -5; TRPM1 prom inh = .; PDI turbidity = -11; HIF-2a inh = 9
# CC(C)(C)c1ccc(S(=O)(=O)NC(=O)C2(C)CCN2C(=O)Cc2ccccc2Cl)cc1 (stereo not drawn) as listed: NR2E3 ag-1 = 16; Shn3 3UTR inh = 0; Vif imaging = 0; KKLEB tox = 1; NR2E3 ag-2 = .; Peg3 prom inh = 4; CF NFkB inh = -27; CaV13 FRET inh = -5; TRPM1 prom inh = .; PDI turbidity = -2; HIF-2a inh = 4

# Assay outcomes from PubChem BioAssay.

# An unsorted share of the library; 3.3% or so of the library scored in one or more.
